HTT ATP protect = Huntington cell model cytoprotection by ATP luminescence; PC12 HTT-Q103 induced, cytoprotection, ATP luminescence, 40 h; hit rate 0.14% among 230,000; AID 1471; Potency, µM (series often up to 56.4 µM), for the others: cytoprotection (ATP increase), most hits filed as activators;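 also: % of control where 0% means no effect; nearly all actives have a fitted effect of over 45% in size; toxic huntingtin expression switched on by the ecdysone agonist tebufenozide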
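Huntington model: PC12 line, ecdysone-inducible HTTQ103 exon1–GFP, tebufenozide 100 nM. Test articles in a dose series. Endpoint luminescence from cellular ATP.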
ALDH1A1 inh = ALDH1A1 (human) enzyme inhibition. P00352. Purified ALDH1A1, NADH fluorescence, propionaldehyde substrate. Potency, µM (series often up to 75.3 µM), for inactives: at the highest dose activity, negative = inhibition, hits mostly inhibitors. hit rate 7.3% among 220,000. AID 1030; active = well fitted inhibition curve with a large enough effect, not every such curve was filed as active; inconclusive = small, poorly fitted or top-dose-only effect, or another doubt; inactive = no such curve, though single readings can be large or run the other way;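 also: plate controls were no enzyme wells and a reference inhibitor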
Target sequence (P00352 whole entry, looked up): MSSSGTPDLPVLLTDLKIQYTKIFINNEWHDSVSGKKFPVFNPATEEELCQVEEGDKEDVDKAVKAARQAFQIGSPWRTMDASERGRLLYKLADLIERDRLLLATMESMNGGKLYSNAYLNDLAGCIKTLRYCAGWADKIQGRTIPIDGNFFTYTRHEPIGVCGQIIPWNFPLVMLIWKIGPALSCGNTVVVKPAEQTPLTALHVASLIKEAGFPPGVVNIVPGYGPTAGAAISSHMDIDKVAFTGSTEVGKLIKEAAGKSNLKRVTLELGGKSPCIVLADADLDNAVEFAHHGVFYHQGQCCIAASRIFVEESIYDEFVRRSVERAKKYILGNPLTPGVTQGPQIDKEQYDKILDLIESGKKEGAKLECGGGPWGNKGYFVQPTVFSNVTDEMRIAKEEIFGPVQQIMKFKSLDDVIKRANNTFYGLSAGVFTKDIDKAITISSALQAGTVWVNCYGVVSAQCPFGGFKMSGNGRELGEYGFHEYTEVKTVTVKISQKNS
Tau fluor counter = counter-screen for tau fibril formation inhibitors. tau K18 P301L Alexa594 fluorescence, heparin fibrillization. Potency, µM (doses to about 57.7 µM), without a hit: at the highest dose activity change, negative = decrease. hit rate 0.93% among 280,000. AID 1463; also: % is scaled to controls: 0 for no effect and ±100 for the full control effect; nearly all actives have a fitted effect of over 55% in size
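Human tau K18 P301L (15 uM unlabeled, 0.24 uM Alexa 594-labeled) in 100 mM sodium acetate pH 7 with 20 uM heparin, 6 hr at 37 C. ThT 30 uM added, 1 hr ambient; Alexa 594 FP and total fluorescence read at 555/632 nm.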
Tau fibril FP = tau fibrillization inhibition (FP). P10636. K18 P301L tau heparin fibrillization, Alexa594 FP, 6 h. hit rate 0.39% among 280,000. Potency, µM (series often up to 57.7 µM), inactives show at the highest dose activity, negative = inhibition, most hits filed as inhibitors. AID 1468; also: % is scaled to controls: 0 for no effect and ±100 for the full control effect; nearly all actives have a fitted effect of over 55% in size
Target sequence (P10636 561-689 P618L limits assumed): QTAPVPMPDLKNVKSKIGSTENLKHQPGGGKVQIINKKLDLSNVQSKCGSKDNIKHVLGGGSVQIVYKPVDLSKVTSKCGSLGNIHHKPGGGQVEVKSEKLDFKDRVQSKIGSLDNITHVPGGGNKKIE
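Human K18 P301L fragment (15 uM unlabeled plus 0.24 uM Alexa 594-labeled) in 100 mM sodium acetate pH 7 with compound, aggregation induced by 20 uM heparin for 6 hr at 37 C. ThT (30 uM) added for 1 hr, then Alexa 594 FP read.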
HttQ103 aggreg = inhibitors of mutant huntingtin aggregate formation in PC12 cells; AID 1688; PC12 HttQ103-GFP aggregates, Acumen cytometry, 40 h; Potency, µM (doses to about 46.1 µM), inactives show top-dose activity change, negative = inhibition, hits mostly inhibitors; hit rate 1.1% among 220,000; also: % is scaled to controls: 0 for no effect and ±100 for the full control effect; nearly all actives have a fitted effect of over 60% in size
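PC12/HTTQ103-GFP, ecdysone-inducible; teb 100 nM; cpd qHTS titration; GFP aggregates read on laser cytometer, Ex 488/Em 500-530 nm.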
JMJD2E inh = JMJD2E (human) inhibition; JMJD2E catalytic domain, FDH-coupled NADH fluorescence (FDH is formaldehyde dehydrogenase); Potency, µM (series often up to 57.1 µM), for the others: top-dose activity change, negative = inhibition, usual class: inhibitors; hit rate 1.6% among 230,000; active = well fitted inhibition curve with a large enough effect, not every such curve was filed as active; inconclusive = small, poorly fitted or top-dose-only effect, or another doubt; inactive = no such curve, though single readings can be large or run the other way;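 also: 0% = wells with enzyme and -100% = buffer wells without enzyme; nearly all actives have a fitted effect of over 50% in size; many of its hits are not listed in these tables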
Target sequence (B2RXH2 1-337 limits assumed): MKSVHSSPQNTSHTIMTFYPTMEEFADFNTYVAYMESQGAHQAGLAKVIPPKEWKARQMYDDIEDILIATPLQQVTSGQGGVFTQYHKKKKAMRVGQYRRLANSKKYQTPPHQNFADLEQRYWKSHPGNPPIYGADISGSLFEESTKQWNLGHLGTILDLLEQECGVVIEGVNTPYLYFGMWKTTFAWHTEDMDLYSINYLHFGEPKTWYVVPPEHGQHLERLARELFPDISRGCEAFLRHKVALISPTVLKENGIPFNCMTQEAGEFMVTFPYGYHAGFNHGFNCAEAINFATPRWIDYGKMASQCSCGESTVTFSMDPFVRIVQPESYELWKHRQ
Tau ThT inhib = blocks human tau fibril formation measured by thioflavin T; recombinant tau K18 P301L, heparin-induced fibrillization, ThT fluorescence; Potency, µM (highest dose often 57.4 µM), without a hit: top-dose activity, negative = inhibition, actives largely listed as inhibitors; AID 1460; hit rate 2.1% among 270,000; also: % is scaled to controls: 0 for no effect and ±100 for the full control effect; nearly all actives have a fitted effect of over 55% in size
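Fibril formation assay: tau K18 P301L at 15 uM with trace Alexa 594 label, heparin inducer 20 uM, pH 7 sodium acetate buffer, 37 C for 6 hr; endpoint ThT signal.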
SMN2 splice enh = enhancers of SMN2 splice variant expression | HEK293 SMN2-luciferase splicing reporter, luminescence, 30-36 h | Potency, µM (titrated, usually from 46.1 µM), for the others: at the highest dose activity change, positive = activation, hits mostly activators | hit rate 2.8% among 210,000 | AID 1458; also: % of control where 0% means no effect; nearly all actives have a fitted effect of over 55% in size
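HEK293 cells carry an SMN2 minigene-luciferase reporter in which exon 7 inclusion puts luciferase in frame. Cells were seeded at 2000 cells/well, attached for 10-12 hours, then exposed to compounds for 30-36 hours at 37C before ONE-Glo luminescence.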
Active calls of the source: *; u = inconclusive; x = no result given; & = joins results of further samples; ! = repeats disagree; [ ] = dose if it differs, or a comment. Unless noted, calls follow the shape of the dose curve; as a rule, active = well fitted curve in the direction sought with a large enough effect; inconclusive = small, poorly fitted or top-dose-only effect, or another doubt; inactive = no such curve, though single readings can be large; an effect the other way counts as inactive or inconclusive. Potency is read from the fitted curve at half-maximal effect.

SMILES	HTT ATP protect	ALDH1A1 inh	Tau fluor counter	Tau fibril FP	HttQ103 aggreg	JMJD2E inh	Tau ThT inhib	SMN2 splice enh
CN1CCN(NC(=O)CN(C)S(=O)(=O)c2cc(Cl)ccc2Cl)CC1	u	11%	1%	4%	8%	2%	4%	-7%
COc1ccc(NC(=O)CSc2nc(-c3ccc(F)cc3)c3cccc(C)c3n2)cc1	x	x	1%	u	x	x	6%	-3%
C/C(=N\NC(=O)c1cc(C)nc2ccccc12)c1cccs1	4%[10 µM]	-7%	-8%	-5%	-13%[9.22 µM]	2%	-10%	x
O=[N+]([O-])c1cnn2cc(Br)cnc12	4%	8%	0%	4%	15%	3%	1%	-11%
O=S(=O)(NC1CCN(Cc2ccccc2)CC1)c1cccc2cccnc12	-13%	-1%	-12%	-5%	1%	12%	-10%	-10%
O=C(O)CCc1nc(-c2cccs2)no1	1%	17%	-1%	-3%	-9%	-12%	1%	-6%
Cc1c(C(=O)OCC(=O)NCc2ccc3c(c2)OCO3)cccc1[N+](=O)[O-]	51%[0.074 µM]	7.9µM*	-1%	2%	11%	-8%	2%	-2%
N#Cc1cc(-c2ccccc2)nnc1Sc1ccc(Cl)cc1	-1%	-1%	-13%	-7%	6%	-2%	-6%	-26%
CC1(CO)COC(c2ccccc2)=N1 (stereo unspecified)	-17%[10 µM]	x	-7%	-4%	-14%[9.22 µM]	5%	-4%	x
COc1ccc2c(c1)[nH]c1c(=O)n(CC3CCCO3)cnc12 (stereo unspecified)	-18%	u	-3%	3%	-21%	u	-7%	-31%
O=[N+]([O-])c1ccc(CN2C=NS(=O)(=O)c3ccccc32)cc1	x	12%	-2%	1%	-3%	u	-2%	9%
O=C(NC1CCCC1)C1c2ccccc2C(=O)N1CCCN1CCOCC1 (stereo unspecified)	2%	13%	-7%	-3%	-13%	5%	-4%	7%
CC1CC(OC(=O)c2ccccc2O)CC(C)(C)C1 (stereo unspecified)	-1%&-30%	u	8%	-1%	-9%	-6%	11%	-12%&-2%
Cc1c(Cl)cnc(NC(=O)CSc2nncs2)c1Cl	-7%[1.9 µM]	-1%	3%	2%	-7%	-1%	8%	19%
Cc1ccc(-n2c(SCc3nnc4n3CCC4)nnc2-c2ccccc2)cc1	0%	0%	-10%	-6%	16%	5%	-5%	-7%
COc1ccc(N=Cc2cc3c(cc2O)OC(N)=C(C#N)C3c2ccccc2)cc1 (stereo unspecified)	7%[1.9 µM]	-4%	u	-14%	7.9µM*	u	u	-12%
CC1(C)CCN(Cc2ccccc2)C1CC#N (stereo unspecified)	-6%	-11%	5%	3%	-8%[9.22 µM]	-8%	11%	4%
CCC(=O)Oc1ccc(C/C(=N\O)c2ccc(O)cc2O)o1	-11%[10 µM]	u	u	-9%	-28%	24%	u	u
O=C(O)CCC(C(=O)O)n1c(O)c(C2=c3ccccc3=NC2=O)sc1=S (stereo unspecified)	16%	-7%	-8%	1%	-8%	-15%	u	22%
CCc1nnc(NC(=O)c2cccc(C(=O)Nc3nnc(CC)s3)n2)s1	-79%[inhibitor][0.074 µM]	u	-11%	-14%	0.89µM*	31%[activator]	-13%	-95%[inhibitor]
Cc1nnc(SCc2ccccn2)n(N)c1=O	-7%	-1%	-1%	0%	21%	-3%	1%	-17%
C1CCCCCC(=NNc2nn[nH]n2)CCCCC1	-15%[10 µM]	x	-3%	-13%	-9%[9.22 µM]	17%	-12%	x
CCC(=O)[C@]12O[C@@]3(C4C(=O)OCCC41)N(Cc1ccccc1)C(C)=C(C(=O)OC)C(c1ccccc1)N3C2=O (stereo partly specified)	-7%[10 µM]	-5%[13.5 µM]	-4%[11.6 µM]	1%[11.6 µM]	x	x	-8%[11.5 µM]	x
CCCOc1ccc(C(=O)N2CCCC2C(=O)O)cc1 (stereo unspecified)	5%	-3%	0%	2%	1%	3%	-4%	11%
O=C(Nc1sc2c(c1C(=O)Nc1ccccc1)CCC2)c1ccc(Br)cc1	x	x	-20%	-4%	x	x	u	-5%
Cc1ccc(S(=O)(=O)N(C)C)cc1NC(=O)COC(=O)c1sc2cc(Cl)ccc2c1Cl	15%[10 µM]	x	-17%	u	-5%[9.22 µM]	u	17%	x
O=C(Oc1ccc2c(c1)OCC2=O)c1ccccc1	-2%	-10%	-8%	10%	15%	-7%	u	11%
CCNC(=S)N/N=C1\CCCCc2ccccc21	x	u	-12%	-5%	22%	-7%	-10%	5%
CCC(C)OC(=O)/C(C#N)=C\c1ccc(-c2cccc(C(F)(F)F)c2)o1 (stereo unspecified)	x	x	-14%	-8%	x	x	16%	1%
Cc1nc(N2CCC3(CC2)OCCO3)c2nnn(Cc3ccccc3F)c2n1	-28%[10 µM]	u	-16%	1%	-5%	0%	-11%	-31%[inhibitor]
CCOc1ccccc1NC(=O)CSc1nc2cc(OC)c(OC)cc2c2nc(CCn3c(C)nc4ccccc43)nn12	x	x	-14%	u	x	x	4%	4%
CCS(=O)(=O)N1CCCC(C(=O)NC2CCCCC2)C1 (stereo unspecified)	-19%	-2%	5%	1%	10%	-3%	-3%	-5%
COc1ccc(NC(=O)CC2C(=O)N(Cc3ccccc3)C(=S)N2CCN2CCOCC2)cc1 (stereo unspecified)	-6%	u	-11%	0%	1%	3%	3%	8%
COc1ccc(-c2cc(C(F)(F)F)n3nc(C(=O)Nc4sc5c(c4C#N)CCC(C)C5)cc3n2)cc1OC (stereo unspecified)	x	x	-4%	-1%	x	x	-11%	0%
CCOC(=O)c1ccc(-c2ccc(/C=C(\C#N)C(=O)Nc3c(C)cccc3Cl)o2)cc1	x	x	-7%	-6%	x	x	11%	19%
CCOC(=O)c1c(-c2ccc(C)o2)csc1NC(=O)CSc1nncs1	26%	11µM*	-12%	-3%	2%[9.22 µM]	u	u	-22%
CCOc1cc(NC2CS(=O)(=O)CC2O)c(OCC)cc1NC(=O)c1ccccc1 (stereo unspecified)	-18%	13µM*	-8%	5%	2%	4%	-8%	-15%
CC1=C(C(=O)NCc2ccccc2)C(c2cccnc2)n2ncnc2N1 (stereo unspecified)	3%	0%	1%	2%	4%	-2%	6%	-7%
CCCCN1C(=O)/C(=C/C=C2/C=Cc3ccccc3N2CC)SC1=S	0%[10 µM]	u	-6%	5%[2.34 µM]	10%[9.22 µM]	3%	u	x
COC(=O)CCCC1=CC2=CC(=O)C(C)(OC(=O)c3cccs3)C(=O)C2=CN1Cc1ccc2c(c1)OCO2 (stereo unspecified)	7%&-24%[10 µM]	-17%[13.5 µM]	-8%[11.6 µM]	u	-12%[9.22 µM]	u	13µM*!	-5%[9.22 µM]
CC(=O)Cc1cc(O)c2ccccc2c1OC(=O)c1ccc(Br)cc1	-18%[10 µM]	8%	u	-10%	-18%[9.22 µM]	-6%	-13%	x
Cc1ccc(C(=O)CSc2nnc(CNc3ccc(C)cc3C)n2Cc2ccco2)cc1	-24%	22µM*	-28%	4%	8%	-3%	u	7%
Cc1ccc(OCCCN(C)C)c(Br)c1	-33%	-5%	-2%	-5%	-3%	-25%	-8%	10%
O=c1cc(/C=C/c2c(F)cccc2Cl)[nH]c2ccccc12	31%[10 µM]	16%	-6%	-12%	-7%	u	u	16%
COc1ccc(Cl)cc1NC(=O)NCCCl	-14%	u	-5%	-4%	-7%	2%	-8%	-15%
COc1ccc(CNC(=O)c2cnn3c(C(F)F)cc(C)nc23)cc1OC	23%[10 µM]	16%	4%	-3%	0%	-2%	-4%	-48%[inhibitor]
Cc1sccc1C1C(C#N)=C(N)SC(N)=C1C#N	5%[1.9 µM]	10µM*	u	-7%	13%	-4%	u	14%
CSC1=NCCN1C(=O)COc1ccccc1	-25%	-2%	-1%	9%	22%	-3%	-7%	10%
COc1ccc(CCN/C=C2/CC(=O)NC2=O)cc1OC	-20%	-57%	-10%	-10%	9%	0%	u	x
CCc1nn(CC(=O)NCc2ccc(OC)cc2OC)c(=O)c2cc3c(OC)cccc3n12	x	x	4%	2%	x	x	6%	1%
O=C(NNC(=S)Nc1ccccc1)c1ccncc1	3%	u	0%	-3%	4%	-5%	-6%	13%
O=C(c1ccco1)n1nc(-c2ccccc2)nc1NCc1ccc(Cl)cc1	x	x	-22%	-18%	x	x	-3%	-3%
Cn1c(SCC(=O)N2CCOCC2)nc2cccnc21	-20%	u	-26%	-8%	-13%	u	-24%	x
COC(=O)CCCCCN1C(=O)/C(=C\c2ccncc2)SC1=S	32%[10 µM]	25µM*	u	0%	17%[9.22 µM]	-14%	u	x
Cc1nc2c(C(=O)N3CCOCC3)cnn2c(C)c1Cc1ccc(Cl)cc1	10%	u	1%	6%	-13%	u	-4%	-16%
COc1ccc2c(c1OC)C(=O)OC2n1c(O)c(N=NC(C)=O)c2ccccc21 (stereo unspecified)	-1%[10 µM]	x	-6%	-7%	-5%[9.22 µM]	9%	-6%	x
COc1cc(C2C(C#N)=C(N)N(c3sc4c(c3C#N)CCCC4)C3=C2C(=O)CC(C)(C)C3)cc(OC)c1OC (stereo unspecified)	-25%	4%	-2%	-2%	1%	u	u	10%
CCCOc1ccc(N2C(=O)CC(N3CCN(c4ccccc4F)CC3)C2=O)cc1 (stereo unspecified)	-16%	u	-1%	0%	-7%[9.22 µM]	11%	-2%	-12%
O=C(NCc1ccco1)c1ccc(S(=O)(=O)N2CCCCC2)cc1	-30%[10 µM]	-8%	3%[2.34 µM]	-11%[2.34 µM]	0%[9.22 µM]	u	-11%	x

3 entries from above, bar-delimited:
Molecule | HTT ATP protect | ALDH1A1 inh | Tau fluor counter | Tau fibril FP | HttQ103 aggreg | JMJD2E inh | Tau ThT inhib | SMN2 splice enh
COc1ccc2c(c1OC)C(=O)OC2n1c(O)c(N=NC(C)=O)c2ccccc21 (stereo unspecified) | -1%[10 µM] | x | -6% | -7% | -5%[9.22 µM] | 9% | -6% | x
COc1ccc(CNC(=O)c2cnn3c(C(F)F)cc(C)nc23)cc1OC | 23%[10 µM] | 16% | 4% | -3% | 0% | -2% | -4% | -48%[inhibitor]
Cc1nc2c(C(=O)N3CCOCC3)cnn2c(C)c1Cc1ccc(Cl)cc1 | 10% | u | 1% | 6% | -13% | u | -4% | -16%

Screens as filed in PubChem.

These rows are one share of the data, so the mix of outcomes need not match the whole.
